From PubChem BioAssay
CR mimetic SO: caloric restriction mimetics inhibiting age-related superoxide in yeast; S. cerevisiae aged cells, superoxide DHE fluorescence; active compounds read low; superoxide response (% of plate mean), % at 10 µM; 330,000 tested, 0.18% active; AID 2690;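 active means superoxide response under a set limit, about three screen SD below normal, cut at about 65% in these data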;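 further: yeast aged for seven days with compound at 30 °C before DHE staining; 100% = average MFI of all compound-treated wells on the plate with controls excluded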
Efflux pump inh: blocks antifungal efflux pumps in multiplex yeast assay; S. cerevisiae Candida pump triplex, Nile Red efflux; inhibition, % at 10 µM; 330,000 tested, 0.44% active; AID 485275;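 active means plate passing quality check with inhibition over a set limit, or well fluorescence over plate mean plus 4 SD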;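 further: Nile Red retained in pooled yeast measured as flow cytometry median fluorescence; 0% = buffer negative control and 100% = Enniatin B positive control; higher means more Nile Red kept so more efflux inhibition; some compounds called inactive have numbers as strong as hits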
AGP1-GFP MLPCN: alters AGP1-GFP fluorescence in TOR pathway yeast screen; AID 2066; S. cerevisiae AGP1-GFP multiplex flow cytometry, 3 h; GFP as percent of DMSO wells; 320,000 tested, 0.02% active; GFP response vs DMSO, % at 10 µM;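 active means GFP response relative to DMSO above a set limit, near screen average plus 3 SD, cut at about 150% in these data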;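 further: median GFP channel fluorescence of the gated AGP1 strain per well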
MEP2-GFP yeast: alters MEP2-GFP fluorescence in TOR pathway yeast screen | S. cerevisiae MEP2-GFP strain, flow cytometry GFP, 3 h; 100% = DMSO control level | AID 2016 | 330,000 tested, 0.51% active | GFP response vs DMSO, % at 10 µM;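 active means GFP response versus DMSO above a set limit, roughly screen mean plus 3 SD, cut at about 180% in these data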;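 further: median GFP fluorescence of the barcode-gated MEP2-GFP cells per well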
RPL19A TOR yeast: alters RPL19A-GFP fluorescence in TOR pathway yeast screen; S. cerevisiae RPL19A-GFP strain, flow cytometry, 3 h; active compounds read low; percent response vs DMSO, % at 10 µM; 330,000 tested, 0.3% active; AID 2025;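 active means percent response vs DMSO below 50%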;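 further: median channel GFP fluorescence of the barcoded RPL19A-GFP strain; ratio of sample median GFP to plate DMSO average so 100% = DMSO; lower means less RPL19A-GFP as with rapamycin TOR inhibition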
LAP4 TOR yeast: yeast TOR pathway LAP4-GFP modulation | S. cerevisiae LAP4-GFP multiplex, flow cytometry GFP, 3 h; median GFP as percent of DMSO wells | GFP response vs DMSO, % at 10 µM | 320,000 tested, 0.34% active;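 active means GFP response vs DMSO above a set limit, about the screen mean plus 3 SD, cut at about 150% in these data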
AHR activator: activators of human aryl hydrocarbon receptor. P35869. AHR-responsive luciferase reporter cells, luminescence. activation, % at 5 µM. 320,000 tested, 2.5% active. AID 2796; in the data active means activation above about 47%;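 further: 0% = vehicle wells and 100% = reference agonist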
Target sequence (P35869 whole entry, looked up): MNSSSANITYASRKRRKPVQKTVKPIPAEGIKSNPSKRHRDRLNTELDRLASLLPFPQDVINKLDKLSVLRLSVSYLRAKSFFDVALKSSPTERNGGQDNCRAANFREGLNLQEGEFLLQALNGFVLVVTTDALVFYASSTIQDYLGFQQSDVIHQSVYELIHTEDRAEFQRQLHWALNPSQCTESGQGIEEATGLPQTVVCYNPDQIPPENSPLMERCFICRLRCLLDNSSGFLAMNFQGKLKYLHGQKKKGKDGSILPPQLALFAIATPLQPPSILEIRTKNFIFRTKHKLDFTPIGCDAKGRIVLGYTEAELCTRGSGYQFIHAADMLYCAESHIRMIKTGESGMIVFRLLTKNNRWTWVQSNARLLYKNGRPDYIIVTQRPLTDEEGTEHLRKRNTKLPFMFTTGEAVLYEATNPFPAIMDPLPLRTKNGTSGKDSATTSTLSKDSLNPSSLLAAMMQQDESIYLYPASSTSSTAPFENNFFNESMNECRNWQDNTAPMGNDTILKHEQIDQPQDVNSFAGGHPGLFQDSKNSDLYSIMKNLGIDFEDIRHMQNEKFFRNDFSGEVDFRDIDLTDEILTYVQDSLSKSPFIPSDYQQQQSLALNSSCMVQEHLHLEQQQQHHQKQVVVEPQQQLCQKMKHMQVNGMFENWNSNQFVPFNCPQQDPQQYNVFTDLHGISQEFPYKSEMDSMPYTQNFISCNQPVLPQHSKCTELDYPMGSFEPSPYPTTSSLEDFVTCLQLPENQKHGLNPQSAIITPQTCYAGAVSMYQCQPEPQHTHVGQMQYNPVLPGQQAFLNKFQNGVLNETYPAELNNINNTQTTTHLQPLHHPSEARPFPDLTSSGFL
CIT2-GFP yeast: modulators of TOR pathway CIT2-GFP in S. cerevisiae; S. cerevisiae CIT2-GFP strain, flow cytometry, 3 h; 100 means same as DMSO wells; GFP response vs DMSO, % at 10 µM; 320,000 tested, 0.065% active; AID 2029;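 active means GFP response relative to DMSO above a set limit, near the screen mean plus 3 SD, cut at about 150% in these data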;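 further: ratio of well median GFP fluorescence to mean of DMSO wells on the plate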
* hit, by the source's call; . = not tested or not shown.

Structure,CR mimetic SO,Efflux pump inh,AGP1-GFP MLPCN,MEP2-GFP yeast,RPL19A TOR yeast,LAP4 TOR yeast,AHR activator,CIT2-GFP yeast
COCCOCC(=O)Nc1ccc(S(=O)(=O)Nc2cc(C)nc(C)n2)cc1,90.4,-0.1,104.3,113.5,98.3,99.3,-2.0,102.9
COc1ccccc1CCN1CCCC(CN(C)CC(C)(C)CO)C1 (configuration not stated),97.1,0.1,100.6,101.0,106.0,86.4,0.4,101.4
O=C(O)c1cccc2c1C(=O)c1ccc(-c3ccc(F)cc3OCc3ccccc3)cc1S2(=O)=O,89.0,-0.1,101.0,100.6,101.3,118.3,2.4,107.1
Cc1ccc(C(=O)C[n+]2cc(Br)cc(Br)c2)cc1,113.4,-0.1,97.0,101.5,90.8,112.1,17.1,91.2
COc1ccc(NS(=O)(=O)c2cccc(Cl)c2)cc1S(=O)(=O)N1CCCCC1,101.0,-0.1,101.9,110.4,101.0,92.4,-1.6,102.7
COc1ccc(C(=O)NNC(=O)CSc2nnc(COc3ccc4ccccc4c3)n2C)cc1,97.2,0.0,95.7,96.3,93.3,92.8,0.6,97.7
CC(C)(C)OC(=O)C[C@@H]1C/C=C\C[C@H](CC(=O)NCCO)C(=O)N[C@@H](c2ccccc2)COC1=O,89.6,-0.1,95.8,95.4,89.7,96.6,0.7,86.2
O=C(NCc1cccnc1)c1ccc(NS(=O)(=O)c2cccc([N+](=O)[O-])c2)cc1,108.9,-0.1,95.7,92.5,97.2,85.1,0.4,98.8
CC1CCCCC12NC(=O)N(CC(=O)NCc1ccc3c(c1)OCO3)C2=O (configuration not stated),88.6,-0.1,112.3,100.8,97.9,104.7,1.5,108.0
COc1ccccc1Oc1nc2ccccn2c(=O)c1/C=C(\C#N)C(=O)Nc1c(C)n(C)n(-c2ccccc2)c1=O,98.3,0.2,111.9,90.7,95.2,99.1,0.0,113.1
Cc1ccc(S(=O)(=O)NCc2ccncc2)cc1C,97.9,0.1,97.6,105.8,103.9,103.6,-6.3,93.6
Oc1ccccc1N1CCN(C(c2ccccc2)c2ccccc2)CC1,102.8,-0.2,94.9,107.4,110.1,98.2,-2.4,90.9
O=S(=O)([O-])C(c1ccccc1)[n+]1ccccc1 (configuration not stated),97.2,0.1,101.7,98.6,108.8,110.3,-4.1,97.5
CC(=O)N1CCC2(CC1)C(C#N)=C(N)Oc1n[nH]c(C)c12,105.8,-0.1,104.0,102.0,100.3,101.7,-0.3,105.6
CCN(CC(=O)NCc1ccc(Cl)cc1)C(=O)CCC(=O)c1ccc(C)cc1,96.9,-0.1,103.7,101.3,98.1,105.8,3.8,91.0
COCCCN(Cc1cccs1)S(=O)(=O)c1csc(C(N)=O)c1,107.5,0.0,96.5,96.1,96.0,90.6,0.1,96.0

Full records as entered above. Order of values: CR mimetic SO, Efflux pump inh, AGP1-GFP MLPCN, MEP2-GFP yeast, RPL19A TOR yeast, LAP4 TOR yeast, AHR activator, CIT2-GFP yeast
`COc1ccccc1Oc1nc2ccccn2c(=O)c1/C=C(\C#N)C(=O)Nc1c(C)n(C)n(-c2ccccc2)c1=O` is listed with 98.3, 0.2, 111.9, 90.7, 95.2, 99.1, 0.0, 113.1
`CC1CCCCC12NC(=O)N(CC(=O)NCc1ccc3c(c1)OCO3)C2=O` (configuration not stated) is listed with 88.6, -0.1, 112.3, 100.8, 97.9, 104.7, 1.5, 108.0

Further compounds:
Structure,CR mimetic SO,Efflux pump inh,AGP1-GFP MLPCN,MEP2-GFP yeast,RPL19A TOR yeast,LAP4 TOR yeast,AHR activator,CIT2-GFP yeast
Cc1cc(C(=O)Cn2cnc3ccccc3c2=O)c(C)n1C1CC1,121.3,0.2,96.1,93.0,97.5,93.5,0.8,85.1
C/C(=N\OC(=O)c1ccc(Br)cc1)c1ccccn1,90.2,-2.4,95.6,86.9,100.0,94.2,6.7,93.5
CCOc1ccccc1Nc1ncnc2ccc(Br)cc12,108.1,0.1,95.6,90.2,99.0,98.5,76.0*,90.2
CCC(=O)NCCc1nc2cc(NC(=O)c3cccc([N+](=O)[O-])c3)ccc2n1C,98.6,1.1,91.3,105.7,101.4,87.0,.,93.5
COc1ccc(S(=O)(=O)N2CCC[C@H]2C(=O)NC2=NCCS2)cc1,121.6,0.0,96.7,100.6,100.4,102.2,1.0,92.9
O=C(Nc1ccccc1Oc1cccnc1)C1CCCN(Cc2ccccc2O)C1 (configuration not stated),85.0,-0.2,100.3,107.5,103.4,99.2,8.6,110.0
O=C(O)CCNC(=O)c1cncc(Br)c1,106.1,0.0,107.4,105.0,103.9,104.5,-1.8,104.9
CCC(COC)NCc1cn(-c2ccc(F)cc2F)nc1-c1ccccc1C (configuration not stated),95.8,-0.1,105.5,95.8,105.0,107.4,2.1,106.3
COc1ccc(CCNc2cc(-c3ccccc3)nc3ncnn23)cc1,95.6,0.3,93.4,102.4,103.3,95.2,-5.8,93.9
O=C1CCCC2=C1C(c1cccs1)CC(=O)N2c1ccc(F)cc1 (configuration not stated),112.3,-0.1,101.5,99.3,98.8,102.2,0.4,103.5
COc1ccc(NC(=O)CN2CCN(Cc3ccccc3)CC2)cc1,101.8,-0.1,106.6,105.4,102.4,99.7,0.3,103.3
CCOC(=O)C1C(c2cccc([N+](=O)[O-])c2)C2C(=O)NN=C2CC1(C)O (configuration not stated),100.6,-0.1,106.9,115.7,98.1,103.1,-0.6,94.2
CCSc1nnc(NC(=O)c2csc(C)c2)s1,106.4,-0.4,95.5,104.4,98.7,111.8,-0.9,99.6
CC1CCCC(C)N1C(=O)COC(=O)CCC1CCCC1 (configuration not stated),84.9,0.0,100.2,106.6,99.9,91.0,1.0,104.4
O=C(CCNC(=O)c1ccc(Cl)cc1)NCc1cccc(C(F)(F)F)c1,104.2,-0.1,98.6,104.8,101.2,104.5,12.9,101.6
Nc1nc(N)c2[nH]c(-c3ccccc3)nc2n1,101.8,-0.1,100.2,102.0,104.2,102.2,.,105.1
CN(CC(=O)NCCC1=CCCCC1)S(=O)(=O)c1ccc2c(c1)CCC(=O)N2,82.7,0.0,91.3,108.9,88.9,104.0,-2.9,91.4
Cc1cc(OCC(=O)Nc2ccc(N3CCN(C(=O)c4ccco4)CC3)cc2)cc(C)c1Cl,109.3,0.0,106.2,104.3,106.1,101.5,-2.5,104.9
O=C(CN1CCOCC1)Nc1nc(-c2ccccc2)cs1,115.1,0.1,111.8,100.6,98.3,109.5,20.6,108.5
CC1CCc2cc(F)ccc2N1C(=O)C12CCC(C)(C(=O)O1)C2(C)C (configuration not stated),87.7,-0.1,109.1,94.3,98.6,119.2,-0.9,94.5
O=C(COCC(=O)Nc1cccc(C(F)(F)F)c1)Nc1cccc(C(F)(F)F)c1,100.5,-0.2,108.2,113.2,103.5,97.5,4.7,102.6
Cc1ccccc1OCC(=O)NCC(c1cccs1)N1CCOCC1 (configuration not stated),88.0,0.0,99.3,104.7,87.6,97.0,0.9,83.2
O=C(Nc1ccc(N2CCOCC2)cc1)c1ccc(Cl)nc1,111.5,-0.1,105.6,107.0,100.0,102.3,73.1*,106.9
CCCCC(O)(c1ccccc1)C(CN1CCOCC1)c1ccccc1 (configuration not stated),107.0,-0.1,105.5,109.0,109.7,114.4,.,98.0
Cc1cc(C)c2c(N)c(C(=O)Nc3ccccc3Cl)sc2n1,99.3,0.0,99.2,97.2,95.7,105.1,44.9,88.2
O=C(CNC(=O)c1cccc(Br)c1)N/N=C/c1cc(Br)cc(Br)c1O,106.3,0.1,100.3,100.4,106.3,98.2,-5.7,99.3
Cc1ccc(C)c(N2CN(Cc3ccco3)CNC2=S)c1,124.1,0.0,98.9,102.9,98.8,95.6,4.4,100.0
COc1ccc(NC(=O)CN(C)C(=O)c2cnc(Cl)c(Cl)c2)cc1,110.0,0.3,101.2,100.0,99.3,106.0,8.1,92.8
COc1ccc(Cc2nnc(NC(=O)c3cccs3)s2)cc1OC,97.4,-0.1,104.2,96.7,96.0,109.0,3.6,102.1
O=C(NC12CC3CC(CC(C3)C1)C2)c1c(Cl)cccc1Cl,100.9,-0.1,104.4,108.5,100.9,95.3,-1.4,101.8
COCCNC(=O)CN(C)S(=O)(=O)c1ccc2c(c1)OCCO2,99.8,-0.1,100.5,103.9,98.1,106.1,0.3,96.1
OCCC1CN(Cc2cccn2-c2nccs2)CCN1C1CCCCC1 (configuration not stated),91.3,-0.1,104.0,103.9,105.1,110.8,0.4,100.2
CCNc1nc(N2CCCC2)nc(N2CCCC2)n1,93.4,0.1,94.9,99.0,95.9,86.4,7.1,94.4
Cn1c(=N)n(CC(=O)C(C)(C)C)c2ccccc21,101.0,-0.1,96.5,98.4,97.6,102.6,7.4,93.8
CC(=O)SCCC(=O)Nc1ccccc1,114.7,0.0,94.5,102.6,96.0,100.8,-4.2,89.6
COc1cccc2sc(N3CCN(C(=O)c4ccco4)CC3)nc12,99.7,-0.1,105.1,101.3,99.4,119.1,20.3,97.3
COc1ccccc1/C=C/C=N/NC(=O)CCC1C(=O)NN=C1C (configuration not stated),118.9,0.1,98.2,103.5,101.8,96.1,14.1,99.5
CCOC(=O)c1c(C)oc2ccc(OCC(=O)C(C)(C)C)cc12,105.6,0.0,96.4,94.7,95.3,104.1,3.3,88.3
Nc1cccc2c1C(=O)N(C(=O)/C=C/c1cccc(F)c1)C2=O,85.1,-0.1,.,90.4,84.4,130.0,4.3,75.2
O=C(CNc1cccc(Cl)c1)c1ccc(Br)cc1,99.0,0.3,89.7,111.3,101.6,93.8,-1.4,98.4
O=C(N/C(=C/c1cccnc1)C(=O)N1CCOCC1)c1ccccc1Br,99.5,0.0,100.8,100.7,97.7,104.7,-0.1,99.1
C[C@H](O)[C@@]1(O)CC[C@H]2[C@@H]3CC[C@@H]4C[C@H](O)CC[C@]4(C)[C@H]3CC[C@@]21C,89.1,0.1,103.1,100.0,99.7,104.6,-1.5,96.9
Cc1cnc(C(=O)Nc2ccccc2-c2nnn(CC(=O)NC3CCCC3)n2)cn1,91.1,0.0,102.1,102.3,94.4,92.0,0.1,96.2
